# Compound activity (PubChem BioAssay)
# HePTP inh – inhibitors of human HePTP phosphatase, primary screen, biochemical, absorbance, leukemia target; Tyrosine-protein phosphatase non-receptor type 7 (Homo sapiens), P35236; recombinant HePTP phosphatase activity, OD absorbance; inhibition, % at 20 µM; 110,000 compounds, 0.64% hits; AID 521, 2006; in the data active = inhibition above about 50%; inconclusive = no clear call, values can overlap the other calls;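 note: plate controls were vehicle for no effect and reference inhibitor for full effect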
# Target sequence (P35236 whole entry, looked up): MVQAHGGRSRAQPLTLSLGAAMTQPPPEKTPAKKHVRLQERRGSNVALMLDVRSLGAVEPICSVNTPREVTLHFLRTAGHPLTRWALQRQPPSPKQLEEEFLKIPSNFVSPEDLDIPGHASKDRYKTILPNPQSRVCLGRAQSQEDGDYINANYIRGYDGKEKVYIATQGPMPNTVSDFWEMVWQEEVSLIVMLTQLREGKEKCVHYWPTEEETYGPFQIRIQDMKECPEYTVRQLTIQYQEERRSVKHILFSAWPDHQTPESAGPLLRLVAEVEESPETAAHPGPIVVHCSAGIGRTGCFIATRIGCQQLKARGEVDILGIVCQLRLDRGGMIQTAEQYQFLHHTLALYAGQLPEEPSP
# BAP1 inh – inhibitors of BAP1 deubiquitinase, primary screen, biochemical, Ub-AMC fluorescence, kinetic. 72,000 compounds, 0.48% hits. Ubiquitin carboxyl-terminal hydrolase BAP1 (Homo sapiens), Q92560. activity remaining (% of control), % at 20 µM. recombinant BAP1, Ub-AMC hydrolysis fluorescence kinetic; active compounds read low;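 active = activity remaining at or below 50% of control, provided the compound also passes the data quality filters; inactive = the rest, including low values that fail the filters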;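 note: 100% = DMSO wells rate and 0% = substrate alone blank rate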
# Target sequence (Q92560 whole entry, looked up): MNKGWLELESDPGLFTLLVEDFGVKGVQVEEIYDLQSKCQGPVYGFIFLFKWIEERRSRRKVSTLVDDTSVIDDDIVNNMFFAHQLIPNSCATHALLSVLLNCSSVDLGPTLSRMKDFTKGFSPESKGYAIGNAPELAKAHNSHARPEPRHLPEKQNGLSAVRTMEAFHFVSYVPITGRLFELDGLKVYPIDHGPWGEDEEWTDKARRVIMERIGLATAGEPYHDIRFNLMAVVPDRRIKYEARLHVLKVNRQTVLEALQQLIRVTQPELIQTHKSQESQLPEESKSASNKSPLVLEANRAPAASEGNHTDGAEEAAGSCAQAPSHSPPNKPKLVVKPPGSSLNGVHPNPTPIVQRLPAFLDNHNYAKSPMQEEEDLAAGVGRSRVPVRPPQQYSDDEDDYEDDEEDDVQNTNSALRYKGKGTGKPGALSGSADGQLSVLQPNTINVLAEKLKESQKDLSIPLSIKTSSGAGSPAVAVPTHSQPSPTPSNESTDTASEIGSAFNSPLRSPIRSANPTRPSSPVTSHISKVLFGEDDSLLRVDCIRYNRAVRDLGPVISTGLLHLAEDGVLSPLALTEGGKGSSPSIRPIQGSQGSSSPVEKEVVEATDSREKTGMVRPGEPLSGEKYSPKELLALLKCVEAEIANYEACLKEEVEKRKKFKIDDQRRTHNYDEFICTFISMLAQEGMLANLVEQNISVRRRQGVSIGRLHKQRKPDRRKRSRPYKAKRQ
# Active calls of the source: *; ? = inconclusive; · = not tested or not shown; & = joins results of further samples.
HePTP inh	BAP1 inh	compound
0	·	COc1cc(/C=C2/SC(=S)N(Cc3ccccc3)C2=O)cc(Cl)c1OCc1ccccc1
3	·	CCCOC(=O)c1ccc(NC(=O)COc2ccc3ccccc3c2)cc1
-1	·	Nc1nnc(SCC(=O)N2c3ccccc3Sc3ccccc32)s1
5	101	CC1CC(C)(C)NC(=S)S1 (stereo unspecified)
-4	·	COc1ccc(/C=C/C(=O)N2CCOCC2)cc1Br
-7	·	O=c1nc2s/c(=C/c3ccc(Cl)c(Cl)c3)c(=O)n2nc1Cc1ccccc1
7	101	CN1CCN(Cc2c(O)ccc3c2oc(=O)c2ccccc23)CC1
11	97	COc1ccc(N2C(=O)CSC23C(=O)N2CCCc4cccc3c42)cc1 (stereo unspecified)
7	89	Cc1ccccc1C(=O)c1cccn1CC(=O)NCc1ccco1
7	·	COc1ccc(C=C2C(=O)N(C)C(=O)N(C)C2=O)cc1O
-5	100	CCOC(=O)c1ccc2c(c1)n(CCO)c(C)[n+]2CC
9	101	CCN(CC)CCNC(=O)Cc1nn(CC)c(=O)c2ccccc12
-3	·	Cc1cc(C)c2oc(-c3ccc(NC(=O)COc4ccccc4[N+](=O)[O-])cc3)nc2c1
9&-2	123	CCCCOc1ccc(OCCNS(=O)(=O)N(C)C)cc1
1	·	O=C(COc1ccc(Cl)cc1)NNC(=O)c1ccc([N+](=O)[O-])cc1Cl
2&6	98	CC(=O)Nc1ccc(OCC=C(Cl)Cl)cc1
2	74	O=C(CCCn1c(=O)c2sccc2n(Cc2cc(=O)n3ccccc3n2)c1=O)NCc1ccco1
2	83	CCOC(=O)c1sc2nccc(N(C)C)c2c1N=CN(C)C
-3	107	COc1ccc(CN2C(=O)CCC2(C)C(=O)NC2CCCCC2)c(OC)c1 (stereo unspecified)
3	·	Cc1nn(-c2ccc(C(F)(F)F)cn2)c(C)c1Oc1ccccc1O
4	·	Cc1ccnc(NC(=O)COc2cc(C)ccc2C(C)C)c1
·	71	CC(=O)c1sc2ccccc2c1OC(=O)c1ccccc1F
2	·	O=C(CSc1nnnn1-c1ccccc1)c1ccc([N+](=O)[O-])cc1
8	·	O=C(CCSc1ccc(F)cc1)Nc1ccc(-n2cnnn2)cc1
-5	87	CN1CC(=O)Nc2ccc(F)cc2C1=O
1	103	Cc1ccc(-n2ncc3c(=O)[nH]c(SCC(=O)N4CCOCC4)nc32)cc1
-3	87	Cc1ccc(NCN2C(=O)C3C4C=CC(C4)C3C2=O)cc1 (stereo unspecified)
9	91	Cc1ccc2cc(C(c3nnnn3C(C)(C)C)N3CCCC3)c(=O)[nH]c2c1C (stereo unspecified)
10	65	CC(=O)Nc1cc(C(=O)c2ccccc2)ccc1N1CCOCC1
-18	·	CCOc1cc(/C=C2\SC(=S)N(NC(=O)c3ccccc3Cl)C2=O)ccc1O
-4	94	COC(=O)c1cccc(OC(N)=O)c1
6	·	Clc1ccc(Cn2cc(/C=N/n3cnnc3)c3ccccc32)cc1Cl
0	85	Cc1ccc(-c2c3c(=O)n(C)c(=O)n(C)c3cn2-c2ccccc2O)cc1
13	84	Cc1nc(Nc2nc(=O)c3ccccc3n2C)nc2c(C)cccc12
0	·	COc1ccc2ccccc2c1/C=N/NC(=O)c1cc(C)[nH]n1
-6	70	Cc1ccc(NC2c3ncccc3C(=O)N2C2CCCCC2)cc1 (stereo unspecified)
-8	112	CC1(C)CC(=O)C2=C(C1)OC(/N=C/N1CCOCC1)=C(C#N)C2c1ccccc1 (stereo unspecified)
4	·	O=C(Nc1ccc(O)c(-c2nc3cc(Cl)ccc3o2)c1)c1cccnc1
-4	·	COC(=O)c1ccccc1NC(=O)C1CCC(C)(C(=O)O)C1(C)C (stereo unspecified)
5	·	CCSc1nc(SCC)c2c3c(sc2n1)CN(C)CC3
-7	·	Cc1ccc(-c2nc3cc(Cl)cc(Cl)c3o2)cc1NC(=O)c1ccc(Br)o1
1	·	CC(NC(=O)CSC(=O)c1ccccc1)c1ccccc1 (stereo unspecified)
0	·	O=C(Nc1cccnc1)c1cnn2c1NC(c1ccco1)CC2C(F)(F)F (stereo unspecified)
5	·	O=c1c2ccc(Br)c3cccc(c32)c2nc3ccc4c5c(ccc(c35)n12)CC4
-12	·	C=CCn1c2ccccc2c2nnc(SCC)nc21
-7	·	O=C(CNc1cccc(Cl)c1)c1ccc(Br)cc1
?	·	CCCCCC#CCC#CCC#CCC#CCCCC(=O)O
4	·	C/C(Nc1ccc(C)cc1)=C(\C#N)C(=O)NC1CCCCC1
-4	67	CC1CCCCN1C(=O)CSc1nc2cc3c(cc2c(=O)n1Cc1ccc2c(c1)OCO2)OCO3 (stereo unspecified)
8	90	O=C(C1CCC1)N1CCc2cc(S(=O)(=O)NCc3ccco3)ccc21

# Next part.
HePTP inh	BAP1 inh	compound
7	68	CCCn1c(CNC(=O)c2ccccc2)nc2ccccc21
8	132	CCOc1ccc(C(=O)CCN2CCCCC2)cc1
9	100	COc1ccc(CCNC(=O)Cn2cnc3c2c(=O)n(C)c(=O)n3C)cc1OC
-2	·	CCn1c(=O)c2cc(C(=O)NCCN3CCOCC3)sc2c2ccccc21
4	·	O=C(Nc1ccc(Cl)cc1)c1cc2n(n1)C(C(F)(F)F)CC(c1ccccc1)N2 (stereo unspecified)
-12	·	Clc1ccccc1CN1CCN(N=Cc2cccc(Br)c2)CC1
3	83	CC1CCCCN1S(=O)(=O)c1ccc(NC(=O)c2cccs2)cc1 (stereo unspecified)
1	175	CCn1c(=O)c(C(=O)Nc2cccnc2)c(O)c2ccccc21
-2	·	CCC(=O)Nc1ccc(N2CCN(Cc3ccccc3F)CC2)cc1
4	103	CN1C(=O)c2ccc(C(=O)NC3CCCCC3)cc2C1=O
10	·	O=C(COc1ccccc1Cl)Nc1cccc(-c2cc3ccccc3oc2=O)c1
-7	·	Cc1cc(OCC(=O)Nc2ccc([N+](=O)[O-])cc2)cc(C)c1Cl
6	152	CN1CCn2c1nc(N1CCOCC1)nc2=O
28	90	CCN1CCCC(OC(=O)Nc2ccccc2)C1 (stereo unspecified)
-1	·	O=[N+]([O-])c1cccc2c1NC(c1ccccc1F)C1CC=CC21 (stereo unspecified)
4	·	O=C1C2C3C=CC(C3=C(c3ccccc3)c3ccccc3)C2C(=O)N1c1cccc(C(F)(F)F)c1 (stereo unspecified)
5	93	CC(C)Sc1nc2c(c(=O)n(C)c(=O)n2C)n1C
6	99	CCOC(=O)N1CCN(S(=O)(=O)c2cccc3cccnc23)CC1
1	·	Cc1ccc2c(c1)c1ncn(CCC3=CCCCC3)c(=O)c1n2C
-15	·	Cc1ccc(OCC(=O)Nc2ccc(S(=O)(=O)Nc3onc(C)c3C)cc2)c(C)c1
7	53	CC(C)C(c1nnnn1Cc1ccco1)N1CCN(c2nc3ccccc3s2)CC1 (stereo unspecified)
3	62	CCc1c(C#N)c(SCc2c(C)noc2C)nc2c1C(=O)CC(C)(C)C2
8	106	Cc1ccc(S(=O)(=O)NC2=NCCC2)cc1
13	147	Cc1ccc(-c2nnn(CC(=O)N(CC(=O)NC3CCCCC3)c3cnc4ccccc4c3)n2)o1
·	68	CCN(CC)S(=O)(=O)c1ccc(C(=O)Nc2nc(-c3c(C)cc(C)cc3C)cs2)cc1
3	·	CC1(C)Cc2nc3sc4c(=O)n(CC(=O)NCc5ccco5)cnc4c3cc2CO1
-1	101	COc1ccccc1NC(=O)CN1CCN(CC(=O)Nc2ccc3c(c2)OCCO3)CC1
9	·	CC1=NCCN1S(=O)(=O)c1ccc(Cl)cc1
8	·	COc1ccc(C(=O)/C=C\Nc2ccc3c(c2)OCO3)cc1OC
5	92	CCN(c1cccc(C)c1)S(=O)(=O)c1ccc2[nH]c(=O)c(=O)[nH]c2c1
7	100	COc1cc(OC)nc(NC(=O)CSc2nc3ccccc3[nH]2)n1
3	151	CCOC(=O)c1ccccc1NC(=O)CSc1nc2ccccc2o1
5	98	Nc1ccc(N2CCCCCC2)cc1
-22	·	O=C(CN(Cc1ccccc1)S(=O)(=O)c1ccccc1)N/N=C/c1ccccc1F
3	107	CCOC(=O)c1ccccc1NC(=O)Cn1cnc2c(cnn2-c2ccc(F)cc2)c1=O
10	·	O=C1NC(=S)NC(=O)C1=Cc1ccccc1OCc1ccc([N+](=O)[O-])cc1
-2	·	O=C(N/N=C/c1cccc(O)c1)C(=O)N1CCCCCC1
·	64	C=CCn1c(SCc2ccccc2)nc2sc3c(c2c1=O)CCCC3
2	·	O=C(CCc1ccccc1)Nc1ccc2c(c1)OCCO2
-4	·	COc1ccc(C(C[N+](=O)[O-])C2(c3ccc(OC)c(OC)c3)C(=O)c3ccccc3C2=O)cc1 (stereo unspecified)
4	109	CCCCCC1CCC(C(=O)O)CC1 (stereo unspecified)
7	·	CCc1ccccc1NC(=O)c1c(-c2ccccc2Cl)noc1C
-8	·	Cc1ccc2nsnc2c1NC(=O)c1cccc(Br)c1
7	106	CC1CCN(C(=O)CSc2nnc(-c3cccnc3)n2C2CCCCC2)CC1
4	97	Cc1cc(N2CCCC(C(=O)Nc3ccc4c(c3)CCC4)C2)n2ncnc2n1 (stereo unspecified)
-3	·	COc1ccc(-c2c(-c3ccc(Cl)cc3)nn(-c3ccccc3)c2N)cc1OC
0	67	CC(C)c1cc(C(N)=O)c(NC(=O)C2CCC2)s1
4	102	CCOc1ccc(C2/C(=C(\O)c3ccc(OC)c(OC)c3)C(=O)C(=O)N2c2cc(C)on2)cc1OC (stereo unspecified)
11	103	Cn1cc(CC(=O)NCCCN2CCCC2=O)c2ccccc21
24	106	COCCNC(=O)c1ccc2c(c1)nc(C)n2-c1cccc(F)c1

# Rewritten with values under each structure: 16 of the compounds above
# Order of results: HePTP inh | BAP1 inh
> CCOC(=O)c1ccccc1NC(=O)CSc1nc2ccccc2o1
 : 3 | 151
> Nc1ccc(N2CCCCCC2)cc1
 : 5 | 98
> O=C(CN(Cc1ccccc1)S(=O)(=O)c1ccccc1)N/N=C/c1ccccc1F
 : -22 | ·
> CCOC(=O)c1ccccc1NC(=O)Cn1cnc2c(cnn2-c2ccc(F)cc2)c1=O
 : 3 | 107
> O=C1NC(=S)NC(=O)C1=Cc1ccccc1OCc1ccc([N+](=O)[O-])cc1
 : 10 | ·
> O=C(N/N=C/c1cccc(O)c1)C(=O)N1CCCCCC1
 : -2 | ·
> C=CCn1c(SCc2ccccc2)nc2sc3c(c2c1=O)CCCC3
 : · | 64
> O=C(CCc1ccccc1)Nc1ccc2c(c1)OCCO2
 : 2 | ·
> COc1ccc(C(C[N+](=O)[O-])C2(c3ccc(OC)c(OC)c3)C(=O)c3ccccc3C2=O)cc1 (stereo unspecified)
 : -4 | ·
> CCCCCC1CCC(C(=O)O)CC1 (stereo unspecified)
 : 4 | 109
> CCc1ccccc1NC(=O)c1c(-c2ccccc2Cl)noc1C
 : 7 | ·
> Cc1ccc2nsnc2c1NC(=O)c1cccc(Br)c1
 : -8 | ·
> CC1CCN(C(=O)CSc2nnc(-c3cccnc3)n2C2CCCCC2)CC1
 : 7 | 106
> Cc1cc(N2CCCC(C(=O)Nc3ccc4c(c3)CCC4)C2)n2ncnc2n1 (stereo unspecified)
 : 4 | 97
> COc1ccc(-c2c(-c3ccc(Cl)cc3)nn(-c3ccccc3)c2N)cc1OC
 : -3 | ·
> CC(C)c1cc(C(N)=O)c(NC(=O)C2CCC2)s1
 : 0 | 67

# Continued.
HePTP inh	BAP1 inh	compound
6	89	O=C(c1ccco1)N1CCN(c2ncccn2)CC1
-1	·	Cc1ccc(N2C(=O)c3ccc4c5c(ccc(c35)C2=O)CC4)c(C)c1
3	·	COc1ccc(OC)c(-c2cc(C(=O)Nc3c(C)nn(Cc4ccccc4Cl)c3C)no2)c1
4	76	Cn1c(=O)c2c(SC3CCCC3)nc(C3CC3)nc2n(C)c1=O
-13	·	COc1ccc(N2C(=O)NC(=O)/C(=C/c3cccc(C(F)(F)F)c3)C2=O)cc1
5	78	Cc1ccc(CC(=O)N2CCC(c3nc4c(nnn4Cc4ccccc4)c(=O)[nH]3)CC2)cc1
1	109	CCOCC(=O)Nc1nnc(C)s1
6	·	C=CCc1cccc(/C=N/Nc2nc(-c3cc4cc(OC)ccc4oc3=O)cs2)c1O
-8	·	COc1ccc(-c2cc(C(=O)NCCc3ccccc3)c3ccccc3n2)cc1OC
8	·	COc1cc(NC(=O)c2ccccc2Br)cc(OC)c1
-2	·	Nc1ccc2nc(SCC(=O)NCc3ccco3)sc2c1
-22	85	COc1cc(C2C(C#N)=C(N)Oc3cc(O)ccc32)cc2c1OCO2 (stereo unspecified)
6	·	N/C(=N\OC(=O)c1ccccc1Cl)c1ccncc1
-9	101	CCCS(=O)(=O)N1CCCC(C(=O)NCc2cccnc2)C1 (stereo unspecified)
8	·	N#Cc1nc(-c2cccs2)oc1NCCN1CCOCC1
2	97	CCCOC(=O)Nc1nc2ccccc2o1
·	76	CCOC(=O)c1c(NC(=O)c2nccnc2C(=O)O)sc2c1CCCC2
6	·	COc1ccc(C2CC(=O)C3=C(C2)Nc2ccccc2NC3c2cccc(Br)c2)cc1OC (stereo unspecified)
5	·	COc1cc(CN2CCN(S(=O)(=O)c3ccc(C)cc3)CC2)cc(OC)c1OC
5	108	CCOc1ccc(CCNC(=O)CN2CCN(Cc3ccc(F)cc3)C2=O)cc1OCC
10	94	CCOC(=O)c1c(NC(=O)c2ccc(S(=O)(=O)N3CCOCC3)cc2)sc2c1CCN(C)C2
-10	87	C=CCNC(=O)c1cc(-c2ccc(Br)cc2)on1
1	·	CCOc1ccc(N(CC(=O)Nc2ccccc2OC)S(C)(=O)=O)cc1
·	93	NC(N)=NC(N)=Nc1ccccc1
-20&-12	·	COCC(O)CN1CCN(c2ccc([N+](=O)[O-])cc2Cl)CC1 (stereo unspecified)
4	·	CC1C(C(=O)N(C=O)c2ccccc2F)C2C=CC1C21CC1 (stereo unspecified)
-5	137	CCOC(=O)c1c(C)oc2ccc(OCC(=O)C(C)(C)C)cc12
5	118	CCOC(=O)CC1=C(C(=O)OCC)C(c2ccc(OC)c(OC)c2)C(C#N)=C(N)O1 (stereo unspecified)
